Screening data from PubChem.
USP2a block: qHTS Assay for Inhibitors of Ubiquitin-specific Protease USP2a Using CHOP2 as the Reporter. Potency, µM (titrated, usually from 38.3 µM), without a hit: at the top dose activity change, negative = inhibition, usual class: inhibitors. AID 463254, 2010. Ubiquitin carboxyl-terminal hydrolase 2 (Homo sapiens), O75604. actives 0.01% (n = 330,000). USP2 core, Ub-CHOP2 coupled fluorogenic reporter, 485/531;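 note: potency is the fitted concentration of half-maximal effect; plate controls were DMSO wells for no effect and full inhibition by NEM control for full effect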
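Deubiquitinase activity read as fluorescence (485/531 nm) after Ub-CHOP2 cleavage activates the enterokinase reporter on its substrate; USP2 core 10nM, Ub-CHOP2 and substrate 25nM each, 30min compound preincubation then 60min RT; data normalized to NEM, curves fitted.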
TSHR antagonist: Antagonists of the Thyroid Stimulating Hormone Receptor: HTS campaign | Thyrotropin receptor (Homo sapiens), P16473 | TSHR-expressing cells, TSH-stimulated cAMP HTRF, 2 h; stronger effect = lower value | activity change, negative = inhibition, % at 11.5 µM | actives 0.2% (n = 330,000);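 active = activity change below a set negative limit, meaning inhibition stronger than a set level, cut at about -70% in these data; inconclusive = activity change between two set negative limits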; note: % is set by controls: 0 for no effect and ±100 for the full control effect
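Antagonism was scored as loss of TSH-driven cAMP in TSHR cells, stimulated with 4nM TSH (EC80) for 2 hours at 37 deg C and detected by homogeneous HTRF competition immunoassay.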
GALK inh: qHTS Assay for Inhibitors of Human Galactokinase (GALK); AID 1868, 2009; Potency, µM (titrated, usually from 57.5 µM), inactives show top-dose activity change, negative = inhibition, hits mostly inhibitors; actives 0.007% (n = 270,000); Purified GALK, Kinase-Glo residual ATP luminescence; note: potency is the fitted concentration of half-maximal effect; % is set by controls: 0 for no effect and ±100 for the full control effect
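Galactose (100 uM) and ATP (35 uM) were turned over by 5 nM GALK for 1 h at RT. Kinase-Glo Plus then converted the remaining ATP into a luminescent signal.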
PKM2 activator: qHTS Assay for Activators of Human Muscle isoform 2 Pyruvate Kinase; actives 0.34% (n = 260,000); purified PKM2, Kinase-Glo ATP luminescence, activation; response scale: 0% is enzyme alone, no compound; AID 1631, 2009; Potency, µM (series often up to 57.5 µM), without a hit: top-dose activation, usual class: activators; Pyruvate kinase PKM (Homo sapiens), P14618; note: potency is the fitted concentration of half-maximal effect; % is set by controls: 0 for no effect and ±100 for the full control effect; nearly all actives have a fitted effect of over 55% in size
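Purified hPK-M2 (>95%) run at intermediate activity with 0.1 mM ADP and 0.5 mM PEP in 50 mM imidazole pH 7.2, KCl, MgCl2; 1 h room temperature. ATP formed read by Kinase-Glo luminescence; normalized to uninhibited and no-enzyme controls.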
Chronic BCR inh: qHTS Assay to Find Inhibitors of Chronic Active B-Cell Receptor Signaling; actives 0.05% (n = 340,000); Potency, µM (top dose mostly 46.1 µM), for inactives: top-dose ratio change, negative = lower green/red ratio, actives largely listed as inhibitors; ABC-DLBCL IkBa-CBG/CBR reporter, luminescence ratio, 4 h; active = well fitted inhibition curve with a large enough effect in the signal ratio, with a control signal flat, not every such curve was filed as active; inconclusive = small, poorly fitted or top-dose-only effect, or effect the other way, or a change in a side signal; the % refers to the signal ratio;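 note: potency is the fitted concentration of half-maximal effect; plate controls were basal doxycycline-induced cells for no effect and cells given 10 µM MG132 for full effect; MG132 reads +100%, hits lower the ratio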
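Cell line TMD8 (human ABC DLBCL), stably expressing tet-inducible CBG68-IkBa fusion and CBR; IMDM/0.5% FBS; cpd up to 46 uM; dox induction, 4 h, 37C/5% CO2; dual luminescence; green/red ratio; MG132 control.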
Eya2 phos inh: qHTS Assay for Inhibitors of the Phosphatase Activity of Eya2. recombinant Eya2, OMFP fluorescence dephosphorylation (OMFP is methylfluorescein phosphate). Protein phosphatase EYA2 (Homo sapiens), O00167. actives 0.006% (n = 330,000). AID 488837, 2010. Potency, µM (series often up to 76.9 µM), for inactives: at the highest dose activity, negative = inhibition, usual class: inhibitors; note: potency is the fitted concentration of half-maximal effect; % is set by controls: 0 for no effect and ±100 for the full control effect
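Eya2 protein (added as 0.2 uM solution) was preincubated with compound for 10 min at ambient temperature in 50 mM HEPES pH 7.5, 50 mM NaCl, 5 uM MgCl2, 0.05% BSA, 1 mM DTT. OMFP (added at 50 uM) then reacted 10 min; fluorescence read at 485/525 nm.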
hERG WT inh: qHTS for Inhibitors of KCHN2 3.1: Wildtype qHTS; Voltage-gated inwardly rectifying potassium channel KCNH2 (Homo sapiens), Q12809; U2OS, BacMam KCNH2, thallium flux FluxOr; stronger effect = lower value; activity change, % at 1.84 µM; actives 0.37% (n = 340,000); AID 720551, 2013;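 active = maximum activity change below -70%; inconclusive = maximum activity change between -70% and -50%; inactive = maximum activity change above -50%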; note: % is set by controls: 0 for no effect and ±100 for the full control effect
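U2OS cells were transduced with wild-type KCNH2 virus (2.03 x 10^8 / mL) for 4 h at room temperature, then cultured overnight at 37 C. Thallium flux was read with FluxOr dye. Rate constants were normalized to DMSO controls.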
Menin MLL FP TR: qHTS Assay for Inhibitors Targeting the Menin-MLL Interaction in MLL Related Leukemias: Competition With Texas Red Labeled MLL-derived Mutant Peptide; actives 0.23% (n = 270,000); O00255; Potency, µM (top dose mostly 61.6 µM), inactives show at the highest dose FP activity change, negative = inhibition, hits mostly inhibitors; Menin + Texas Red MLL mutant peptide, fluorescence polarization; active = well fitted inhibition curve with a large enough effect in the polarisation, with a control signal flat, not every such curve was filed as active; inconclusive = small, poorly fitted or top-dose-only effect, or effect the other way, or a change in a side signal; inactive = no such curve, though single readings can be large or run the other way; the % refers to the polarisation; note: potency is the fitted concentration of half-maximal effect; % of control where 0% means no effect; many of its hits are not listed in these tables
Target sequence (O00255 whole entry, looked up): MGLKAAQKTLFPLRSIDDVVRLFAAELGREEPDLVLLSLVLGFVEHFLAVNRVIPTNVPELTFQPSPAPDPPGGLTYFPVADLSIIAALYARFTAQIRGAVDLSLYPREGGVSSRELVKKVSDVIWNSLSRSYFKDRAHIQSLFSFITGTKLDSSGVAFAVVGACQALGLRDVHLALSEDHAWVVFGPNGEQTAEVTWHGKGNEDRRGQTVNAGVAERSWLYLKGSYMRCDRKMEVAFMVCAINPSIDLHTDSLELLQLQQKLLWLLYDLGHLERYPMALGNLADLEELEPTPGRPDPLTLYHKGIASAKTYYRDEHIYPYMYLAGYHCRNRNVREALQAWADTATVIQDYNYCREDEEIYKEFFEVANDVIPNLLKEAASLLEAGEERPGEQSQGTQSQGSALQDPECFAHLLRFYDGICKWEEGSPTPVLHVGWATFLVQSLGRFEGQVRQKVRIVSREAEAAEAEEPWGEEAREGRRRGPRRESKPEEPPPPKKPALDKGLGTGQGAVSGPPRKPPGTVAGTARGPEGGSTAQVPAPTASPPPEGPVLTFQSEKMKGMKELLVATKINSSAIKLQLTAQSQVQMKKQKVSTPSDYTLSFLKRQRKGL
Mito fusion yeast: qHTS Assay for Small Molecule Inhibitors of Mitochondrial Division or Activators of Mitochondrial Fusion; S. cerevisiae fusion-defective mutant growth rescue, CellTiterGlo 48 h; Potency, µM (highest dose often 46.1 µM), without a hit: at the highest dose growth rescue (activation), usual class: activators; actives 0.23% (n = 320,000); AID 485298, 2010;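 note: potency is the fitted concentration of half-maximal effect; % of control where 0% means no effect; nearly all actives have a fitted effect of over 45% in size; temperature-sensitive fusion mutants such as fzo1-1 at 37 °C on non-fermentable ethanol glycerol medium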
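Growth-rescue viability read-out: after 48 h at the non-permissive 37C in glycerol/ethanol YPEG, yeast mitochondrial fusion mutants are measured by CellTiterGlo luminescence; compounds (23 nl pinned per well) restoring growth score as division inhibitors or fusion activators.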
ASM inhibitor: Inhibitors of Secretory Acid Sphingomyelinase (S-ASM): qHTS | Sphingomyelin phosphodiesterase (Homo sapiens), P17405 | actives 0.006% (n = 340,000) | Potency, µM (titrated, usually from 57.5 µM), for the others: at the highest dose activity change, negative = inhibition, actives largely listed as inhibitors | placental ASM, HMU-PC fluorogenic substrate, 60 min; note: potency is the fitted concentration of half-maximal effect
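Fluorogenic HMU-PC substrate (9 uM final) is turned over by placental ASM in 60 min at 37 C after a 10 min compound preincubation. Reaction ended by alkaline stop (pH 10), with fluorescence read at 386/447 nm.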
MBNL1-CUG inh: qHTS Assay for Inhibitors of MBNL1-poly(CUG) RNA binding; Potency, µM (doses to about 57.5 µM), for the others: at the top dose activity change, negative = inhibition, actives largely listed as inhibitors; TR-FRET MBNL1-His/biotin-(CUG)12 binding, 665/545 ratio; AID 2675, 2010; actives 0.036% (n = 280,000); active = well fitted inhibition curve with a large enough effect in the signal ratio, with a control signal flat, not every such curve was filed as active; inconclusive = small, poorly fitted or top-dose-only effect, or effect the other way, or a change in a side signal; inactive = no such curve, though single readings can be large or run the other way; the % refers to the signal ratio; note: potency is the fitted concentration of half-maximal effect; % is set by controls: 0 for no effect and ±100 for the full control effect
Target sequence (Q9NR56 whole entry, looked up): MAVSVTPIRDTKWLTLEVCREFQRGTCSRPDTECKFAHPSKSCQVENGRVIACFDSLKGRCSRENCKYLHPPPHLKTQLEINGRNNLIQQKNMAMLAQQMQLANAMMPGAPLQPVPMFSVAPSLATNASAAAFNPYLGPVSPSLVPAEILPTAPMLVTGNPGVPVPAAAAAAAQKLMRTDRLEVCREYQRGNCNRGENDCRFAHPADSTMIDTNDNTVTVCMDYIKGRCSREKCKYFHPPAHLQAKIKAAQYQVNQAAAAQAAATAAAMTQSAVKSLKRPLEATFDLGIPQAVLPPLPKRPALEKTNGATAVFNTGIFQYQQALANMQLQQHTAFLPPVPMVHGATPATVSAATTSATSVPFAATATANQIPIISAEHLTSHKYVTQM
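Ratiometric TR-FRET (665 over 545 nm, excitation 340 nm) tracks disruption of MBNL1-His/biotin-(CUG)12 complex after 60 min at room temperature, with compounds at 92 nM to 58 uM final.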
* marks the source's active call; other numbers are inactive results; [ ] = another dose, or the depositor's remark. Unless noted, calls come from the whole dose curve; as a rule, active = well fitted curve in the direction sought with a large enough effect; inconclusive = small, poorly fitted or top-dose-only effect, or another doubt; inactive = no such curve, though single readings can be large; an effect the other way counts as inactive or inconclusive.

What do the screens show for `Cc1ccc(-c2nn3c(C)nnc3c3ccccc23)cc1S(=O)(=O)NCc1ccccc1`?
USP2a block: 3%; TSHR antagonist: -1; GALK inh: 1%; PKM2 activator: 0%; Chronic BCR inh: 3%; Eya2 phos inh: -20%; hERG WT inh: -4; Menin MLL FP TR: -18%; Mito fusion yeast: 2%; ASM inhibitor: -16%; MBNL1-CUG inh: -9%

Results for CS(=O)(=O)N1CCC(C(=O)NCc2ccncc2)CC1 ?
USP2a block: -6%; TSHR antagonist: 3; GALK inh: 0%; PKM2 activator: -3%; Chronic BCR inh: -9%; Eya2 phos inh: 8%; hERG WT inh: -5; Menin MLL FP TR: 5%; Mito fusion yeast: 0%; ASM inhibitor: 65%; MBNL1-CUG inh: -11%

How did CC(C)Nc1c(N)c(=O)oc2ccccc12 do in these assays?
USP2a block: 5%; TSHR antagonist: 1; GALK inh: 5%; PKM2 activator: -4%; Chronic BCR inh: inconclusive; Eya2 phos inh: 19%; hERG WT inh: -10; Menin MLL FP TR: 0%; Mito fusion yeast: 2%; ASM inhibitor: 2%; MBNL1-CUG inh: 11%

How did CCOc1ccc2oc(C(=O)NCc3nc4ccccc4[nH]3)c(C)c2c1 do in these assays?
USP2a block: 0%; TSHR antagonist: 2; GALK inh: 0%; PKM2 activator: 0%; Chronic BCR inh: -14%; Eya2 phos inh: -12%; hERG WT inh: 5; Menin MLL FP TR: 3%; Mito fusion yeast: -9%; ASM inhibitor: -4%; MBNL1-CUG inh: 19%

Results for O=[N+]([O-])c1cc(S(=O)(=O)O)cc([N+](=O)[O-])c1NN(c1ccccc1)c1ccccc1 ?
USP2a block: -1%; TSHR antagonist: -5; Chronic BCR inh: 1%; Eya2 phos inh: 0%; hERG WT inh: -5; Menin MLL FP TR: inconclusive; Mito fusion yeast: -1%; ASM inhibitor: 8%; MBNL1-CUG inh: 29%

What do the screens show for `CCN1CCN(C(=O)/C(=C/c2ccco2)NC(=O)c2ccccc2)CC1`?
USP2a block: 3%; TSHR antagonist: -4; GALK inh: 0%; Chronic BCR inh: -7%; Eya2 phos inh: 3%; hERG WT inh: 22; Menin MLL FP TR: 4%; Mito fusion yeast: -15%; ASM inhibitor: -2%; MBNL1-CUG inh: 7%

How did O=[N+]([O-])c1ccccc1S(=O)(=O)N1CCCc2ccccc21 do in these assays?
USP2a block: 2%; TSHR antagonist: -11; GALK inh: 1%; PKM2 activator: -1%; Chronic BCR inh: -1%; Eya2 phos inh: -14%; hERG WT inh: 4; Menin MLL FP TR: 62%[activator]; Mito fusion yeast: 0%; ASM inhibitor: -2%; MBNL1-CUG inh: 13%

How did COc1cc(OC)c(N2CC34C=CC(O3)C(C(=O)O)C4C2=O)cc1Cl (stereo unspecified) do in these assays?
USP2a block: 2%; TSHR antagonist: -1; GALK inh: -2%; PKM2 activator: -1%; Chronic BCR inh: 4%; Eya2 phos inh: -20%; hERG WT inh: -1; Menin MLL FP TR: 2%; Mito fusion yeast: 1%; ASM inhibitor: 1%; MBNL1-CUG inh: -3%

What do the screens show for `Nc1nc(SCC(=O)Nc2ccc(F)cc2)[nH]c(=O)c1NC(=O)c1ccc(F)c(F)c1`?
USP2a block: -1%; TSHR antagonist: 16; GALK inh: -6%; Chronic BCR inh: -1%; Eya2 phos inh: 0%; hERG WT inh: 3; Mito fusion yeast: 1%; ASM inhibitor: -1%; MBNL1-CUG inh: -3%

Results for O=C(Cn1ccn(-c2ccc(F)c(Cl)c2)c(=O)c1=O)NCCc1ccccc1 ?
USP2a block: 1%; TSHR antagonist: 3; Chronic BCR inh: inconclusive; Eya2 phos inh: 0%; hERG WT inh: 3; Mito fusion yeast: -4%; ASM inhibitor: 1%

Results for O=C(CSc1nc2ccccc2s1)NNC(=S)Nc1ccccc1 ?
USP2a block: -2%; TSHR antagonist: -4; GALK inh: 0%; PKM2 activator: 0%; Chronic BCR inh: inconclusive; Eya2 phos inh: 6%; hERG WT inh: 8; Menin MLL FP TR: 4%; Mito fusion yeast: 2%; ASM inhibitor: -3%; MBNL1-CUG inh: -22%

Results for CC1CC(C)CN(c2ccc(C(=O)NCc3ccc4c(c3)OCO4)cc2[N+](=O)[O-])C1 (stereo unspecified) ?
USP2a block: -6%; TSHR antagonist: -15; GALK inh: 1%; PKM2 activator: 4%; Chronic BCR inh: 0%; Eya2 phos inh: -4%; hERG WT inh: -33; Menin MLL FP TR: -6%; Mito fusion yeast: inconclusive; ASM inhibitor: -19%; MBNL1-CUG inh: 1%

What do the screens show for `COc1ccc(/C=C2\CCC(C3CCCC3)C2=O)cc1OC` (stereo unspecified)?
USP2a block: -5%; TSHR antagonist: -8; GALK inh: 2%; Chronic BCR inh: 11%; Eya2 phos inh: 3%; hERG WT inh: 5; Menin MLL FP TR: -29%; Mito fusion yeast: 7%; ASM inhibitor: -4%; MBNL1-CUG inh: 27%

How did NC(=O)COC(=O)c1ccc(S(=O)(=O)NCc2ccco2)cc1 do in these assays?
USP2a block: 1%; TSHR antagonist: 2; GALK inh: 0%; PKM2 activator: 4%; Chronic BCR inh: 2%; Eya2 phos inh: -16%; hERG WT inh: 2; Menin MLL FP TR: -2%; Mito fusion yeast: 0%; ASM inhibitor: 5%

How did COc1ccc(N(CC(=O)NC2CCCCC2)C(=O)CCC(=O)Nc2nc(C)cs2)cc1 do in these assays?
USP2a block: 3%; TSHR antagonist: -11; GALK inh: 8%; PKM2 activator: -3%; Chronic BCR inh: 5%; Eya2 phos inh: -8%; hERG WT inh: -11; Menin MLL FP TR: -19%; Mito fusion yeast: 1%; ASM inhibitor: 6%; MBNL1-CUG inh: -6%

Results for COc1ccc(NC(=O)CN2c3cccc4cccc(c34)S2(=O)=O)c(OC)c1 ?
USP2a block: -9%; TSHR antagonist: 3; GALK inh: 0%; PKM2 activator: 8%; Chronic BCR inh: inconclusive; Eya2 phos inh: -36%; hERG WT inh: -17; Mito fusion yeast: 11%; ASM inhibitor: -1%; MBNL1-CUG inh: inconclusive

What do the screens show for `O=C(O)c1ccccc1OC(C(=O)Nc1cc(Cl)cc(Cl)c1)c1ccccc1` (stereo unspecified)?
USP2a block: -1%; TSHR antagonist: -11; GALK inh: -3%; Chronic BCR inh: 5%; Eya2 phos inh: 15%; hERG WT inh: 0; Mito fusion yeast: -7%; ASM inhibitor: 1%[11.5 µM]; MBNL1-CUG inh: 3%

How did CCOC(=O)C1=CN2CCCC[C@@H]2CC1=O do in these assays?
USP2a block: 1%; TSHR antagonist: -14; Chronic BCR inh: 4%; Eya2 phos inh: -1%; hERG WT inh: -8; ASM inhibitor: 7%

Results for Nc1ncc(CCN2CCOCC2)c(-c2ccc(F)cc2)n1 ?
USP2a block: 1%; TSHR antagonist: -2; GALK inh: 0%; PKM2 activator: 1%; Chronic BCR inh: -7%; Eya2 phos inh: 4%; hERG WT inh: -121*; Menin MLL FP TR: -3%; Mito fusion yeast: 0%; ASM inhibitor: 0%; MBNL1-CUG inh: -6%

What do the screens show for `O=S(=O)(c1cccc(C(F)(F)F)c1)N1CCN(S(=O)(=O)c2ccc3c(c2)OCCO3)CC1`?
USP2a block: -1%; TSHR antagonist: -5; Chronic BCR inh: -1%; Eya2 phos inh: -26%; ASM inhibitor: 1%

What do the screens show for `CC1CCCCN1c1ccc(N)cc1C(N)=O` (stereo unspecified)?
USP2a block: -2%; TSHR antagonist: 1; GALK inh: 8%; PKM2 activator: 6%; Chronic BCR inh: inconclusive; Eya2 phos inh: -3%; hERG WT inh: -9; Menin MLL FP TR: 12%; Mito fusion yeast: 11%; ASM inhibitor: 6%; MBNL1-CUG inh: 1%

The list is partial, so the mix of outcomes need not match the whole.
